# Insulin prom inh – TRM-6 insulin promoter activity inhibition; TRM-6 cells (human fetal islet line), insulin promoter-eGFP reporter, imaging; reporter expression induced with tamoxifen; inhibition, % at 2 µM; 0.9% of 130,000 active; AID 1273;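 active means inhibition above the mean plus 3 SD, with well images judged a real hit on visual review, cut at about 60% in these data, passing the limit was not always enough; inconclusive means inhibition over the cutoff but images rejected on review; inactive means inhibition not above the cutoff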
# SDO1 yeast rescue – sdo1-depleted yeast growth rescue. 0.21% of 140,000 active. S. cerevisiae sdo1-depleted JHY4D growth rescue, OD600 30 h; stronger effect = higher value; pdr5 snq2 efflux-pump mutant strain. AID 817. z-score at 10 µM;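 active means z-score above 3 at both the 24 hr and the 30 hr optical density reads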;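 further: z-score against mean and SD of all compound wells on the same plate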
# SDO1 yeast rescue Rescue 24 h – also measured in SDO1 yeast rescue; calls as there; z-score; S. cerevisiae sdo1-depleted JHY4D growth rescue, OD600; measured here: growth rescue at 24 h;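 0 is the plate mean of compound wells and units are plate SD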
# * marks the source's active call; other numbers are inactive results; ? = inconclusive; . = not tested or not shown. Not all compounds are listed (hit frequency here may not be typical).
# A first look, 5 compounds:
SMILES,Insulin prom inh,SDO1 yeast rescue,SDO1 yeast rescue Rescue 24 h
CC(=O)c1cn(CCCOc2ccccc2)c2ccccc12,0,.,.
Cc1ccc(N(C)C(=O)Oc2cccc3cccnc23)cc1,-3,-0.43,-0.03
CCOC(=O)C1C2NC(=O)N(Cc3ccccc3)C1(C)Oc1c(OC)cccc12 (centres undefined),.,0.93,0.48
c1ccc2[nH]c(CCNC3CCCCC3)nc2c1,-3,1.1,1.3
O=[N+]([O-])c1ccc(N2CCNCC2)c2ncccc12,5,0.85,0.75

# Main list, from the start:
SMILES,Insulin prom inh,SDO1 yeast rescue,SDO1 yeast rescue Rescue 24 h
CC(=O)c1cn(CCCOc2ccccc2)c2ccccc12,0,.,.
Cc1ccc(N(C)C(=O)Oc2cccc3cccnc23)cc1,-3,-0.43,-0.03
CCOC(=O)C1C2NC(=O)N(Cc3ccccc3)C1(C)Oc1c(OC)cccc12 (centres undefined),.,0.93,0.48
c1ccc2[nH]c(CCNC3CCCCC3)nc2c1,-3,1.1,1.3
O=[N+]([O-])c1ccc(N2CCNCC2)c2ncccc12,5,0.85,0.75
CCc1cc2c(s1)NC(=O)CN=C2c1cccs1,22,-1.5,-2.1
Cc1cc(N2C(=O)C3CCCN3C2c2sccc2C)no1 (centres undefined),.,1.1,0.2
CN(C)C=C1C(=O)N(C2CCCCC2)C(=O)N(C2CCCCC2)C1=O,.,-0.13,-0.52
CN1c2ccc([N+](=O)[O-])cc2CC2(C(=O)NC(=O)N(c3ccccc3)C2=O)C1c1ccccc1 (centres undefined),.,-0.17,-0.43
O=C(c1cccn2c(=O)c3cc(Br)ccc3nc12)N1CCC2(CC1)OCCO2,13,0.14,0.38
O=P(O)(O)/C=C(\Cl)c1ccccc1,.,0.54,-0.15
N=C(N)c1c(O)n(C2CCCCC2)c(=O)n(C2CCCCC2)c1=O,50,-2.1,-2
c1ccc(CNC2=NCCS2)cc1,20,2.8,2.9
Cn1cccc1/C=C1\C(=O)NC(=O)N(CCC2=CCCCC2)C1=O,.,0.46,-0.71
O=C(COC(=O)Cc1ccccc1)Nc1ncc(Cl)cc1Cl,27,0.7,-0.11
[N-]=[N+]=NCc1cn2cccnc2n1,-20,.,.
Cc1cccc(OCC(=O)N2CCN(Cc3ccncc3)CC2)c1,30,0.66,0.59
CC(=O)N1CCC(N2CCCC(C(=O)c3cccc(Cl)c3)C2)CC1 (centres undefined),17,.,.
Cc1ccc2c(c1)CC1(CN2C)C(=O)NC(=O)N(CCC2=CCCCC2)C1=O (centres undefined),54,-1.1,0.95
CNCC1(c2ccccc2)CCCC1,-3,0.72,0.32
Cc1ccc(CN(Cc2ccccc2)C(=S)NCC(=O)N2CCC3(CC2)OCCO3)o1,-26,.,.
Cc1sc(-n2c(C)cc(C=C3C(=O)NC(=O)NC3=O)c2C)c(C#N)c1C,7,-0.54,-1.9
O=c1[nH]c(=O)n(CCC2=CCCCC2)c(O)c1/C=N/Nc1ccccc1,.,0.65,6.4
Cn1c(N2CCNCC2)nc2ccccc21,-477,-0.63,-0.92
CNC(C(=O)c1ccccc1)C(OC)c1ccc(C)cc1 (centres undefined),-17,0.54,0.53
CCCCC(=O)C1C(=O)NC(=O)NC1=O,-3,0.91,1.1
Fc1ccc2c(c1)nnn2C1CCN(Cc2nnnn2C2CCCCC2)CC1,-54,0.11,-0.36
CCCCn1c(O)c(C(CC)=NCc2ccc(F)cc2)c(=O)[nH]c1=O,83*,-2.2,-1.1
O=C(CN1CCCCC1)Nc1ccc(Br)cc1C(=O)c1ccccc1Cl,17,-2.1,-1.3
CCOC(=O)c1cn2nc(OP(=S)(OCC)OCC)cc2nc1C,.,-1.1,0.15
CN(C)c1ccc(C(=O)c2ccc(N(C)C)cc2)cc1,.,-0.51,-0.4
O=C1CC(c2cccnc2)=NN1c1ccccc1,54,.,.
c1cncc(C2CC(c3cccs3)n3ncnc3N2)c1 (centres undefined),.,0.77,0.02
CN(C)C1(c2nnnn2-c2ccc(Cl)cc2)CCCCC1,.,0.75,0.28
CCCCCCCSc1cc(OC)c(CCNC)cc1OC,.,-2,-0.84
CCOC(=O)CN1C(=O)C2(C(C#N)=C(N)Oc3ccccc32)C(C(=O)OC)=C1C (centres undefined),19,1.1,3
O=c1c2ccccc2nc(-c2ccccc2)n1-c1nccs1,21,0.14,-0.22
CCCCN1C(=O)NC(=O)C2(Cc3c(nc4c(C)cccn4c3=O)N3CCc4ccccc4C32)C1=O (centres undefined),-8,-0.78,0.45
COc1ccc(C(C)=O)cc1CC(C(=O)c1ccc(C)cc1)N(C)C (centres undefined),-12,1.2,1.4
O=C1/C(=C\c2cc3c(cc2Cl)OCO3)N2CCC1CC2,28,-1.5,-1.5

# Just Insulin prom inh and SDO1 yeast rescue, for 2 of the compounds above:
Compound | Insulin prom inh | SDO1 yeast rescue
CCCCCCCSc1cc(OC)c(CCNC)cc1OC | . | -2
CCOC(=O)CN1C(=O)C2(C(C#N)=C(N)Oc3ccccc32)C(C(=O)OC)=C1C (centres undefined) | 19 | 1.1

# Part of the list above, set out differently.
# Each structure is followed by: Insulin prom inh	SDO1 yeast rescue	SDO1 yeast rescue Rescue 24 h
> CCCCC(=O)C1C(=O)NC(=O)NC1=O
→ -3	0.91	1.1
> O=c1[nH]c(=O)n(CCC2=CCCCC2)c(O)c1/C=N/Nc1ccccc1
→ .	0.65	6.4
> CCOC(=O)c1cn2nc(OP(=S)(OCC)OCC)cc2nc1C
→ .	-1.1	0.15
> O=C1CC(c2cccnc2)=NN1c1ccccc1
→ 54	.	.
> CCCCCCCSc1cc(OC)c(CCNC)cc1OC
→ .	-2	-0.84

# Later entries:
SMILES,Insulin prom inh,SDO1 yeast rescue,SDO1 yeast rescue Rescue 24 h
Cc1ccc(C2=NC(C)(C)N3C2C3c2ccc([N+](=O)[O-])cc2)cc1 (centres undefined),-8,-0.28,-0.64
O=C1C2CCCN2C(c2cccnc2)N1c1ccc(Cl)c(Cl)c1 (centres undefined),27,1.1,1.2
O=C(Cc1ccccc1)N1CCN(CC2CC=CCC2)CC1 (centres undefined),6,-0.38,-0.38
Cc1ccc(OCC(=O)Nc2ccc(Cl)cc2C(=O)c2ccccc2)cc1,33,-0.14,0.81
CCn1c(O)c(C=NCc2ccccc2)c(=O)[nH]c1=S,43,.,.
CCOC(=O)C(NC(C)=O)C(OC(C)=O)c1cccc(N(CCCl)CCCl)c1 (centres undefined),-332,0.88,-0.03
O/N=C/c1c[nH]c2ccccc12,.,0.87,0.35
CCCC1C(C#N)=C(N)Oc2c1c(=O)oc1ccccc21 (centres undefined),24,0.09,-1.5
O=C1CN=C(c2ccccc2F)c2cc(Cl)ccc2N1,14,-0.17,-0.75
CC(=O)Nc1ccc2c(c1)CC1(C(=O)N(C)C(=O)N(C)C1=O)C1CCCN21 (centres undefined),.,3.2,1.1
O=C(c1c[nH]cc1-c1ccccc1)c1cccc2ccccc12,59,-0.79,-0.7
COc1cccc(-n2c(CN3CCN(C)CC3)nc3ccc([N+](=O)[O-])cc3c2=O)c1,-17,1.5,0.79
O=c1[nH]c(=S)n(Cc2ccc(F)cc2)c(O)c1C=NCC1CCCO1 (centres undefined),-19,0.47,1.1
COc1ccc2c(CCN)c[nH]c2c1,-11,0.6,0.62
CCOC(=O)CC(NC(=O)C(Cc1ccc(N(CCCl)CCCl)cc1)NC(C)=O)C(=O)OCC (centres undefined),-79,.,.
Cc1ccc(CN2CCN(Cc3ccccc3)CC2)cc1,7,.,.
COC(=O)CCCNC(=O)CN1CC(c2ccccc2)CC1=O (centres undefined),-36,0.1,0.24
O=C1CSC2(CN3CCC2CC3)N1 (centres undefined),-17,-0.45,-0.53
O=P(Nc1cccnc1)(Oc1ccccc1Cl)Oc1ccccc1Cl,.,-1.3,0.22
Cc1ccccc1NC1=NCC(C)S1 (centres undefined),.,-0.18,-0.73
CC1CCCC(NC(=O)COC(=O)Cc2ccccc2)C1C (centres undefined),-11,0.49,0.7
O=C1NC(=O)N(c2ccc3c(c2)OCO3)C(=O)/C1=C/c1cccs1,14,.,.
COc1ccc(CC2(CCc3ccncc3)C(=O)NC(=O)NC2=O)cc1,17,.,.
COc1ccc(C(O)c2ccccc2OP(=O)(N(C)C)N(C)C)cc1 (centres undefined),25,0.42,-0.07
O=C(c1ccc(CS(=O)(=O)c2ccc(Br)cc2)o1)N1CCC2(CC1)OCCO2,.,0.11,0.02
CC1CCC(C(C)C)C(OC(=O)COC(=O)c2ccccc2N)C1 (centres undefined),24,0.17,-0.27
O=P(Nc1ccccc1)(Nc1ccccc1)Oc1ccc(Cl)cc1,-52,-1.1,-0.82
O=P(/C(=N/O)N1CCCCC1)(N1CCOCC1)N1CCOCC1,34,1.6,1.9
COc1ccccc1N1CCN(Cc2ccccc2Cl)CC1,.,1.4,1.5
Oc1c(Cl)cc(Cl)cc1CN1CCN(Cc2ccccc2)CC1,-110,-1.2,-1.1
CC(c1ccccc1)(c1ccccc1)c1ccncc1,27,.,.
CCOC(=O)c1c(C)n(Cc2ccco2)c2c1cc(O)c1ccccc12,-11,0.07,0.85
COc1ccc(C2=NCC(=O)N(CC(=O)NCc3ccco3)c3sc4c(c32)CCCC4)cc1,.,-1.4,-2
CCC(=NCCC(c1ccccc1)c1ccccc1)c1c(O)[nH]c(=O)[nH]c1=O,-38,-0.97,-0.07
COc1ccc(C(=O)C(Cc2ccccc2)N(C)C)cc1 (centres undefined),-4,0.58,0.52
OC(c1ccc(F)cc1)C(c1ccccc1)N1CCOCC1 (centres undefined),-11,0.01,-0.65
COC(=O)C(c1ccccc1)N1CCCCCC1 (centres undefined),-25,-0.52,-0.95
COc1ccc(CCNC2CCCCC2)cc1OC,55,.,.
CCN1CCN(c2cc(N3CCCC3)c(F)cc2[N+](=O)[O-])CC1,-55,2.1,2.5
Cn1c(O)c(C(=NCCN2CCCCC2)c2ccccc2Cl)c(=O)n(C)c1=O,.,1.4,2.2

# Record cards, from the list above.
# `COc1ccccc1N1CCN(Cc2ccccc2Cl)CC1` is entered as Insulin prom inh: .; SDO1 yeast rescue: 1.4; SDO1 yeast rescue Rescue 24 h: 1.5
# `COc1ccc(C(O)c2ccccc2OP(=O)(N(C)C)N(C)C)cc1` (centres undefined) is entered as Insulin prom inh: 25; SDO1 yeast rescue: 0.42; SDO1 yeast rescue Rescue 24 h: -0.07

# Next compounds
SMILES,Insulin prom inh,SDO1 yeast rescue,SDO1 yeast rescue Rescue 24 h
C=CCn1c(O)c(C(C)=NCCN2CCOCC2)c(=O)[nH]c1=O,-38,0.07,-0.28
CNC(=O)N(C)c1nnc(C(C)(C)C)s1,-31,-0.11,0.07
CCCCOCCCn1c(N)c(C(=O)OCCOC)c2nc3ccccc3nc21,.,-0.91,-0.66
O=C(c1ccc2c(c1)ncn2C1CCCCC1)N1CCC2(CC1)OCCO2,23,0.39,0.49
O=c1[nH]c(=S)n(-c2ccccc2F)c(O)c1C=Nc1ccc(N2CCOCC2)cc1,29,.,.
CC12CCCCC1=[N+]([O-])CN2O (centres undefined),-17,-0.25,-0.94
COc1ccc(C2NCc3ccc4c(c3-n3cccc32)OCO4)cc1O (centres undefined),-49,0.37,0.2
CCCCCCn1c(O)c(C=NC2CCN(Cc3ccccc3)CC2)c(=O)[nH]c1=O,26,-1.3,-1.1
CSc1ccc(C(c2c(O)c3ccccc3oc2=O)c2c(C)n(C)n(-c3ccccc3)c2=O)cc1 (centres undefined),?,.,.
Cc1ccc(N2C(=O)/C(=C/N3CCN(C(=O)c4ccco4)CC3)C(=O)NC2=S)cc1C,.,2.3,-0.28
Cc1ccc(C(O)(C(=O)NNC(=O)CN2CCN(C)CC2)c2ccc(C)cc2)cc1,10,0.2,-0.25

# Assay outcomes deposited in PubChem by several laboratories.
